# NPSR antagonist = qHTS Assay for Antagonists of the Neuropeptide S Receptor: cAMP Signal Transduction | CHO-NPSR cells, cAMP TR-FRET, antagonist mode | Potency, µM (top dose mostly 38.3 µM), inactives show at the top dose activity change, negative = inhibition, most hits filed as inhibitors | 220,000 tested, 1% active; also: % is scaled to controls: 0 for no effect and ±100 for the full control effect; nearly all actives have a fitted effect of over 50% in size; many of its hits are not listed in these tables
# Target sequence (Q6W5P4 whole entry, looked up): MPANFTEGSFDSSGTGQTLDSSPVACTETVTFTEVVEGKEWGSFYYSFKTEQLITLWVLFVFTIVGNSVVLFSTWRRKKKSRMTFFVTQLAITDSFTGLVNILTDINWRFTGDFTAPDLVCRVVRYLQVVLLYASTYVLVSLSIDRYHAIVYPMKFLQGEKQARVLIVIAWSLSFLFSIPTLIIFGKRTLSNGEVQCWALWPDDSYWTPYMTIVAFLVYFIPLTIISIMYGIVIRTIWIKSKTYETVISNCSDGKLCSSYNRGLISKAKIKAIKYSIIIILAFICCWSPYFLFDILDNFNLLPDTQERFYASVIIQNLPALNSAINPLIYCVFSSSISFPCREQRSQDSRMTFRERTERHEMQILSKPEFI
# GAA glycogen = qHTS Assay for Inhibitors and Activators of Human alpha-Glucosidase Cleavage of Glycogen | Lysosomal alpha-glucosidase (Homo sapiens), P10253 | recombinant GAA, glycogen substrate, Amplex Red glucose oxidase fluorescence | Potency, µM (series often up to 76.4 µM), without a hit: at the highest dose activity change, negative = inhibition, hits mostly inhibitors | 300,000 tested, 0.38% active | AID 2100, 2009;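 also: 0% = full enzyme reaction and -100% = no-enzyme basal signal; the screen sought inhibitors and activators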
#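 Recombinant human enzyme (4 nM); glycogen substrate; 37 C, 40 min, pH 5.0. Readout: coupled glucose oxidase/Amplex Red fluorescence.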
# Epigenetic derep = Quantitative High-Throughput Screen for Regulators of Epigenetic Control; Potency, µM (top dose mostly 53.9 µM), without a hit: at the top dose GFP activation, usual class: activators; 280,000 tested, 0.2% active; murine LDR cells, GFP reporter derepression, 30 h; also: % of control where 0% means no effect; nearly all actives have a fitted effect of over 60% in size
#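 Murine LDR cells bearing a silenced CMV-driven GFP reporter were exposed to compound for 30 h at 37 C. After PBS washes, GFP-positive cells (20-120 um objects) counted by laser-scanning microplate cytometry.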
# ALDH1A1 block = qHTS Assay for Inhibitors of Aldehyde Dehydrogenase 1 (ALDH1A1). Aldehyde dehydrogenase 1A1 (Homo sapiens), P00352. Purified ALDH1A1, NADH fluorescence, propionaldehyde substrate. Potency, µM (doses to about 75.3 µM), without a hit: top-dose activity, negative = inhibition, hits mostly inhibitors. 220,000 tested, 7.3% active; active = well fitted inhibition curve with a large enough effect, not every such curve was filed as active; inconclusive = small, poorly fitted or top-dose-only effect, or another doubt; inactive = no such curve, though single readings can be large or run the other way;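 also: plate controls were no enzyme wells and a reference inhibitor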
# Target sequence (P00352 whole entry, looked up): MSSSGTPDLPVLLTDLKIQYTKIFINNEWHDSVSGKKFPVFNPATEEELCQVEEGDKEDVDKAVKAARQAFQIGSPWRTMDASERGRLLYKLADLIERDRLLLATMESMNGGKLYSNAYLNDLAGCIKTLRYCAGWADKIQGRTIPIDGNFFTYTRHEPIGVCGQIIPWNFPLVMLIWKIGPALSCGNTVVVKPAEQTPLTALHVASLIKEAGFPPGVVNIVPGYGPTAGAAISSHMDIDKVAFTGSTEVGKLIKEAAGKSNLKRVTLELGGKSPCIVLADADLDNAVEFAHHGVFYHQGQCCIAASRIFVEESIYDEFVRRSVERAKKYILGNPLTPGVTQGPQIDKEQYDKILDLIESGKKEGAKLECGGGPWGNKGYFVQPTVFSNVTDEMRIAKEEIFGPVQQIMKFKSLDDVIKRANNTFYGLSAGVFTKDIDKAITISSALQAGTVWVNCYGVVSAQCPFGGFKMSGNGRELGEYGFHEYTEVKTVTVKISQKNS
# Tau fluor cs = Counterscreen qHTS for Inhibitors of Tau Fibril Formation, Fluorescence Polarization; 280,000 tested, 0.93% active; Potency, µM (series often up to 57.7 µM), for inactives: at the highest dose activity change, negative = decrease; tau K18 P301L Alexa594 fluorescence, heparin fibrillization; also: % is scaled to controls: 0 for no effect and ±100 for the full control effect; nearly all actives have a fitted effect of over 55% in size
#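 Human tau K18 P301L (15 uM unlabeled, 0.24 uM Alexa 594-labeled) in 100 mM sodium acetate pH 7 with 20 uM heparin, 6 hr at 37 C. ThT 30 uM added, 1 hr ambient; Alexa 594 FP and total fluorescence read at 555/632 nm.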
# GAA spleen mod = qHTS Assay for Inhibitors and Activators of Human alpha-Glucosidase From Spleen Homogenate; human spleen homogenate, 4-MU-alpha-glucoside fluorescence; 240,000 tested, 0.006% active; Potency, µM (series often up to 79.9 µM), for inactives: at the top dose activity change, negative = inhibition, most hits filed as inhibitors;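 also: 0% = enzyme with vehicle and -100% = no enzyme basal signal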
#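 Human spleen homogenate (1 ug) incubated with compounds and 1 mM 4-methylumbelliferyl-alpha-D-glucopyranoside in pH 5.0 citrate/phosphate buffer, 37 C, 40 min. Stopped at pH 10; 4-MU fluorescence (Ex 365/Em 440 nm); AC50 by Hill fit.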
# aGal spleen mod = qHTS Assay for Inhibitors and Activators of Human alpha-Galactosidase From Spleen Homogenate; human spleen homogenate, 4MU-alpha-Gal fluorescence, 40 min; Potency, µM (highest dose often 80 µM), without a hit: top-dose activity change, negative = inhibition, hits mostly inhibitors; 240,000 tested, 0.008% active;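 also: 0% = enzyme with vehicle and -100% = no enzyme basal signal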
#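 Human spleen homogenate (1 ug) was the enzyme source, with 4-methylumbelliferyl-alpha-D-galactopyranoside (1 mM final) in pH 5.0 citrate buffer with 0.01% Tween-20. Compounds were titrated; after 40 min at 37C, NaOH/glycine stop, 4-MU fluorescence read; AC50 from Hill fits.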
# GAA inh = qHTS Assay for Inhibitors of Human alpha-Glucosidase as a Potential Chaperone Treatment of Pompe Disease | Lysosomal alpha-glucosidase (Homo sapiens), P10253 | purified human GAA, 4-MU-alpha-glucoside fluorescence | Potency, µM (titrated, usually from 76.9 µM), for the others: at the highest dose activity change, negative = inhibition, usual class: inhibitors | 200,000 tested, 0.005% active | AID 1466, 2008;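 also: plate controls were uninhibited enzyme wells for no effect and no-enzyme background for full effect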
#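 Human enzyme at 4 nM with 400 uM 4-methylumbelliferyl-alpha-D-pyranoside, citrate/phosphate buffer pH 5.0, 0.005% Tween-20, 20 min at room temperature. Compounds up to 77 uM. 4-MU fluorescence (Ex 365/Em 440) read after NaOH/glycine stop; AC50 from Hill fit.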
# * = called active by the depositor; ? = inconclusive; . = no result given; [ ] = remark or other dose. Unless noted, calls follow the shape of the dose curve; as a rule, active = well fitted curve in the direction sought with a large enough effect; inconclusive = small, poorly fitted or top-dose-only effect, or another doubt; inactive = no such curve, though single readings can be large; an effect the other way counts as inactive or inconclusive. Potency is read from the fitted curve at half-maximal effect. This is a subset; the hit share may differ from the screen's.
# Start of the listing, in advance:
SMILES,NPSR antagonist,GAA glycogen,Epigenetic derep,ALDH1A1 block,Tau fluor cs,GAA spleen mod,aGal spleen mod,GAA inh
O=C(NCc1ccccc1)Nc1cccn(Cc2ccccc2Cl)c1=O,-29%,-4%,12%,?,-14%,-4%,-2%,8%
Cc1ccc(C)c(SCc2noc(C(=O)NCC3CCCO3)c2C(=O)O)c1 (stereo unspecified),-5%[46.1 µM],4%,-1.7%,9%,1%,-4%,6%,6%
CC(=O)c1ccc(NC(=O)COC(=O)c2ccccc2N=Nc2ccc(N(C)C)cc2)cc1,6%,5%,0.0%,11%,5%,-6%,-14%,3%

# The list itself (from the top)
SMILES,NPSR antagonist,GAA glycogen,Epigenetic derep,ALDH1A1 block,Tau fluor cs,GAA spleen mod,aGal spleen mod,GAA inh
O=C(NCc1ccccc1)Nc1cccn(Cc2ccccc2Cl)c1=O,-29%,-4%,12%,?,-14%,-4%,-2%,8%
Cc1ccc(C)c(SCc2noc(C(=O)NCC3CCCO3)c2C(=O)O)c1 (stereo unspecified),-5%[46.1 µM],4%,-1.7%,9%,1%,-4%,6%,6%
CC(=O)c1ccc(NC(=O)COC(=O)c2ccccc2N=Nc2ccc(N(C)C)cc2)cc1,6%,5%,0.0%,11%,5%,-6%,-14%,3%
CCC(C)C1C(C#N)=C(N)OC2=C1C(=O)CC(C)(C)C2 (stereo unspecified),-14%[46.1 µM],0%,0.0%,11µM*,-7%,-4%,-4%,-3%
Cn1c(=O)c(C(=O)CN2CCOCC2)c(N)n(Cc2ccccc2)c1=O,0%[46.1 µM],-8%,0.0%,10%,0%,-6%,-9%,?
COc1cccc(N2C(=O)N(c3ccccc3)C3CS(=O)(=O)CC32)c1 (stereo unspecified),1%[46.1 µM],1%,-0.1%,9%,-8%,-6%,6%,-1%
CC(C)COC(=O)/C(C#N)=C/c1cn(Cc2ccccc2)c2ccccc12,-22%[46.1 µM],-5%,1.3%,?,-25%,3%,5%,-5%
CCOC(=O)c1c(C)nc2c3ccccc3ccn12,-10%[46.1 µM],-13%,0.0%,-13%,1%,-2%,-2%,-10%
CCOC(=O)N1CCN(C(=O)c2ccc(SC)cc2OC)CC1,2%,13%,0.0%,8%,-9%,-5%,-3%,13%
CCCC[n+]1c(-c2ccc(Cl)cc2Cl)csc1Nc1ccccc1,-42%,12%,0.0%,11%,-16%,1%,-2%,-18%
COc1ccc(-c2nc(N)nc(C(F)(F)F)c2-c2csc(C)n2)c(O)c1,0%,4%,1.3%,.,-15%,-8%,5%,.
O=C(Nc1ccc(F)cc1)N1CCN(C/C=C/c2ccccc2)CC1,2%[46.1 µM],3%,8.9%,9%,-11%,-5%,7%,?
Cc1nnc(SCC(=O)Nc2ccc3c(c2)OCO3)o1,-2%[46.1 µM],6%,-1.3%,-4%,1%,1%,-4%,?
O=C(C1=NN[C@@H]2C(=O)N(c3cccc(C(F)(F)F)c3)C(=O)[C@H]12)c1ccc2ccccc2n1,6%,-3%,1.0%,?,-9%,-1%,2%,?
Cc1ccc(NC(=O)CSc2nnc(CNC(=O)c3ccco3)o2)cc1,23%,-4%,-1.2%,?,-3%,-1%,-4%,3%
COc1cccc(NC(=O)N[C@@H](Cc2ccccc2)C(=O)O)c1,-8%[46.1 µM],2%,1.4%,12%,-12%,-13%,-4%,1%
CCOC(=O)c1nnn(-c2nonc2N)c1COc1c(C=O)cccc1OC,-20%[46.1 µM],-4%,-0.9%,-14%,-2%,-12%,-4%,-3%
Cn1c(=O)n(CCN2CCOCC2)c(=O)c2c1nc1n2CCCN1c1ccccc1,-20%[46.1 µM],12%,5.0%,-7%,9%,2%,-2%,1%
O=S(=O)(Nc1ccc(-c2csc(-c3ccccc3)n2)cc1)c1ccc(F)cc1,?,-7%,0.9%,1%,?,1%,2%,-2%
CN(C)S(=O)(=O)c1cccc(C(=O)c2nccn2C)c1,14%,4%,6.0%,-6%,-3%,-2%,3%,1%
S=c1[nH]nc(COc2ccccc2)n1/N=C/C=C/c1ccccc1,-16%,-24%,3.0%,-14%,-15%,-10%,-1%,-11%
CCN1CCN(CC(=O)c2ccc(OC)cc2)CC1,14%,-9%,-1.5%,?,-3%,-3%,-2%,4%
CCC(C)Nc1nc(OC)nc(N(C)C#N)n1 (stereo unspecified),-8%[7.67 µM],15%,1.6%,-3%,21%,2%,7%,1%
C/C(N)=C(/C#N)C(=O)COC(=O)c1cccc(O)c1,-2%,19%,-1.7%,-1%,-3%,1%,-1%,5%
COc1ccc2[nH]cc(CCn3ccc(O)c(C/C=C/c4ccccc4)c3=O)c2c1,47%,-18%,2.5%,14µM*,25µM*[quencher],-13%,-6%,-14%
Cc1cccc(NC(=O)/C=C/c2ccc([N+](=O)[O-])s2)c1,4%[46.1 µM],1%,7.1µM*,-12%,?,-1%,-2%,-2%
COc1ccc(OC)c(C(=O)CSc2nnc(-c3cccs3)n2C)c1,-9%[46.1 µM],4%,-0.8%,?,-5%,-2%,5%,-3%
CCC(CC)C(=O)NN(C(=O)c1ccncc1)C1CC(=O)N(c2ccccc2)C1=O (stereo unspecified),2%[7.67 µM],0%,1.1%,.,-4%,-11%,4%,.
CCOc1ccc(OCc2ccc(C(=O)NN)o2)cc1,-4%,-30%,0.1%,.,5%,1%,11%,.
CCOc1cccc(-c2nc3cc(C)ccc3o2)c1,-10%[46.1 µM],-20%,-0.5%,?,-7%,-17%,0%,-7%
O=C(NCc1ccccc1F)C1CCCN1C(=O)NC1CCCCC1 (stereo unspecified),0%[46.1 µM],3%,-2.0%,4%,2%,-8%,-3%,-3%
CCOC(=O)c1sc(N=NC2=C(O)CC(C)(C)CC2=O)c(C(=O)OCC)c1C,18%,1%,-0.2%,?,-7%,-6%,2%,4%
CCN(CC)Cc1c(CC(C)C)oc(C)c1C(=O)O,0%[46.1 µM],4%,2.1%,15%,-7%,?,0%,-2%
CC(=NCc1ccco1)c1c(C(F)(F)F)[nH]n(-c2nc3ccccc3s2)c1=O,?,-10%,2.5%,?,-19%,1%,-12%,-2%
CCN(CC)C(=O)c1sc(NC(=O)Cc2cccs2)c(C#N)c1C,3%[46.1 µM],-1%,0.8%,-6%,-4%,2%,-2%,10%
CC(C)(C)OC(=O)N[C@@H](CCCCNC(=O)OCc1ccccc1)c1nnc([C@H](CCCCNC(=O)OCc2ccccc2)NC(=O)OC(C)(C)C)o1,-25%,-5%,-0.1%,.,6%,-8%,-3%,.
CCCCNC(=S)N=Nc1c(O)[nH]c2ccccc12,-58%,-9%,-0.3%,?,?,-4%,0%,0%
COC(=O)c1c[nH]n2c(=O)c(C(C)C)c(C)nc12,13%,-7%,-2.7%,6%,7%,5%,5%,2%
CCOC(=O)C1CCN(c2c(NCCCN(CC)c3ccccc3)c(=O)c2=O)CC1,-28%[46.1 µM],-11%,-7.9%,-5%,-6%,-4%,-2%,-3%
Cc1cccc(NCc2ccccc2O)c1,-3%[46.1 µM],-11%,-1.1%,-30%,?,0%,0%,-2%
Cc1ccc2nc3c(cc2c1)c(NC(=O)c1ccco1)nn3CC(C)C,-34%,5%,0.7%,.,?,-2%,-1%,.
COc1cc(C2C(C(C)=O)=C(C)Nc3ncnn32)ccc1O (stereo unspecified),0%[46.1 µM],-14%,0.0%,7%,-1%,5%,11%,0%
CC(=O)Nc1ccc(OCC=C(Cl)Cl)cc1,-6%[46.1 µM],2%,0.9%,10%,-1%,-20%,21%,-3%
O/N=C/c1cn(-c2ccc(Cl)cc2)nn1,12%,1%,0.0%,7%,-3%,.,-10%,-10%
O=c1c2ccccc2nc(-c2ccco2)n1Cc1ccccc1,-18%[46.1 µM],7%,-1.8%,?,-15%,-8%,6%,5%
O=C1C2C(C(=O)N1/N=C/c1cc(Br)cc([N+](=O)[O-])c1O)C1C=CC2C12CC2 (stereo unspecified),-18%[46.1 µM],-2%,-0.9%,?,-18%,-10%,-4%,0%
CC1=CC(c2ccccc2)n2nc(N3C(=O)C4CC=CCC4C3=O)nc2N1 (stereo unspecified),-6%[7.67 µM],-2%,0.6%,?,-17%,5%,19%,?
CCc1sc(NC(=O)c2cc3ccccc3oc2=O)nc1-c1cccs1,13%,-2%,1.0%,-5%,-4%,-7%,-11%,5%
Cc1cc(NC(=O)CCC(=O)N(c2ccccc2)C2(C(=O)NC3CCCCC3)CCCC2)no1,?,1%,-0.4%,8%,5%,-7%,-8%,?
CCOC(=O)CSc1nc(C)cc(Oc2ccc(=O)n(C)n2)n1,9%,3%,-2.9%,6%,-10%,6%,1%,4%
# Further records.
SMILES,NPSR antagonist,GAA glycogen,Epigenetic derep,ALDH1A1 block,Tau fluor cs,GAA spleen mod,aGal spleen mod,GAA inh
Cn1c(COc2ccccc2)nnc1SCc1cc(=O)[nH]c2ccccc12,11%[46.1 µM],7%,1.8%,-4%,4%,8%,-9%,8%
C/C(=N\NC(=O)c1ccc(=O)[nH]n1)c1cccnc1,13%,-3%,0.9%,6%,7%,-3%,-1%,-5%
COc1ccc(C(=O)CCNc2ccc(F)cc2)cc1,13%,-5%,-1.0%,.,.,-4%,-7%,.
COCCCNC(=O)c1ccc(Cn2c(=O)c3ccccc3n(CC(=O)NCCc3ccc(OC)c(OC)c3)c2=O)cc1,-9%,0%,2.1%,4%,-9%,-2%,2%,-8%
Cc1ccc(NC(=O)c2cccc(S(C)(=O)=O)c2)cc1,19%,-2%,-1.1%,6%,1%,3%,7%,-4%
CN(C)c1ccc(C2OC(=O)C3(CCCC3)C(=O)C2(C)C)cc1 (stereo unspecified),-23%[46.1 µM],4%,-0.4%,3%,-5%,-18%,-3%,?
CCN(CC)C(=O)CN(C#N)c1nc(OC)nc(N(C)C)n1,-7%[46.1 µM],0%,1.7%,-7%,3%,-2%,15%,-1%
COc1cc2[nH]c(=O)n(CCC(=O)N3CCc4ccccc4C3)c(=O)c2cc1OC,-6%[46.1 µM],0%,-0.8%,?,-3%,-3%,-1%,-5%
